TAAR1 ag – human TAAR1 agonists, primary screen, Fluo-8 calcium fluorescence, CHO RD-HGA16 cells. Trace amine-associated receptor 1 (Homo sapiens), Q96RJ0. vehicle wells 0%, saturating PEA agonist 100%. activation, % at 3 µM. 360,000 tested, 0.99% active. AID 624467, 2012;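 active = activation above the mean activation of all test compounds in the run plus 3 SD, cut at about 38% in these data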
Target sequence (Q96RJ0 whole entry, looked up): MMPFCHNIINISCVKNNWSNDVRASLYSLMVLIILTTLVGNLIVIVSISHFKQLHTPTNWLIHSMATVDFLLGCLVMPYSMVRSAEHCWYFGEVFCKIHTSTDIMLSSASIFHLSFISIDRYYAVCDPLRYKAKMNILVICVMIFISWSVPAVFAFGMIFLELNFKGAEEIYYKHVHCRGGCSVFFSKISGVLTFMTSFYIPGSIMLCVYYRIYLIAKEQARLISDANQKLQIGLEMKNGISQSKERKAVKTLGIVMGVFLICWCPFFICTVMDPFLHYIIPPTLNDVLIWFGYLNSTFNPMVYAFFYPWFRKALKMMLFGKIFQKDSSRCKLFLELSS
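Test system: RD-HGA16 (CHO) cells co-expressing Gα16 and hTAAR1; dosing: one-point dosing at 3 µM (nominal); timing: 17-24 h seeding, 75 min 37 °C dye, 30 min RT; signal: kinetic Fluo-8 calcium fluorescence; read-out basis: % activation relative to PEA EC100 response; controls: DMSO and PEA EC100; replicates: n 1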
CHRM5 PAM – human M5 muscarinic receptor positive allosteric modulators, primary screen, CHO-K1 cells, Fluo-8 calcium fluorescence; Muscarinic acetylcholine receptor M5 (Homo sapiens), P08912; activation, % at 3 µM; CHO-K1 hM5, ACh EC20 PAM; 0% = ACh EC20, 100% = ACh EC100; 360,000 tested, 0.3% active;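 active = activation above the run cutoff, the mean activation of all test compounds plus 3 SD, cut at about 18% in these data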
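Probe or stimulus: acetylcholine, EC20 level; Assay system: human M5 receptor in CHO-K1 cells; Schedule: compound preincubation 140 s before EC20 acetylcholine addition; Technique: intracellular calcium via Fluo-8 fluorescence; Dosing: single-point, 3 µM nominal; Read-out basis: percent activation from peak-over-basal fluorescence ratio, scaled EC20-to-EC100 acetylcholine; Repeats: one well per compound, no replicates.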
CRFR2-BP ag – agonists of CRF-BP/CRF-R2 complex, primary screen, cell-based, HEK293, calcium dye fluorescence, uHTS; CRF-binding protein / CRF receptor 2 complex (human); calcium dye fluorescence (FLIPR); percent of saturating CRF peptide response; activation, % at 13.2 µM; 350,000 tested, 0.46% active; AID 588473, 2011;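 active = activation of at least 50%, plus an integration ratio under a set limit after plate pattern correction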;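 also: plate controls were neutral control wells without compound for no effect and CRF at EC100 for full effect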
TAAR1 antag – human TAAR1 antagonists, primary screen, Fluo-8 calcium fluorescence, CHO RD-HGA16 cells; Trace amine-associated receptor 1 (Homo sapiens), Q96RJ0; antagonist; inhibition, % at 3 µM; 360,000 tested, 1.5% active; AID 624466, 2012;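 active = inhibition above a per-plate cutoff, the mean inhibition of test compounds on that plate plus 3 SD, cut at about 49% in these data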;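 also: 0% = DMSO plus EC80 beta-PEA response and 100% = DMSO alone without agonist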
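Test system: CHO RD-HGA16 cells bearing hTAAR1 | Reagent: β-PEA, EC80 | Compound dosing: 3 µM, single point | Schedule: Dye loading 75 min at 37 °C, then 30 min room temperature | Signal: Calcium fluorescence with Fluo-8 | Evaluation: Percent inhibition of PEA-evoked calcium signal, max/basal emission ratio | Control set: DMSO-only wells and EC80 β-PEA-stimulated wells | Repeats: Singlicate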
M1 PAM parental – nonselective calcium activators in parental CHO-K1 cells, primary screen, counter-screen for M1 PAM project, cell-based, Fluo-8 calcium fluorescence, full deck, 1536-well | ATP EC20; 0% at ATP EC20, 100% at ATP max | activation, % at 3 µM | 360,000 tested, 0.02% active | AID 602247, 2012;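 active = activation above the run cutoff, the mean activation of all test compounds plus 3 SD, cut at about 40% in these data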;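 also: peak over basal fluorescence ratio in a 140 s read after ATP addition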
CHRM5 antagonist – human M5 muscarinic receptor antagonists, primary screen, CHO cells, Fluo-8 calcium fluorescence; AID 624040, 2012; CHO-hM5 cells, ACh EC80; Muscarinic acetylcholine receptor M5 (Homo sapiens), P08912; 360,000 tested, 0.59% active; inhibition, % at 3 µM;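 active = inhibition above a per-plate cutoff, the mean of that plate's test compounds plus 3 SD, cut at about 27% in these data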;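 also: 0% = acetylcholine EC80 with DMSO and 100% = DMSO without agonist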
M5 ag – human M5 muscarinic receptor agonists, primary screen, CHO-K1 cells, Fluo-8 calcium fluorescence; 360,000 tested, 0.19% active; activation, % at 3 µM; Muscarinic acetylcholine receptor M5 (Homo sapiens), P08912; AID 624037, 2012; CHO-K1 hM5 cells; 0% DMSO wells, 100% maximal acetylcholine response;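 active = activation above the run's mean over test compounds plus 3 SD, cut at about 23% in these data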;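 also: signal is peak over basal fluorescence ratio across the kinetic read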
CRFBP-R2 block – antagonists of CRF-BP/CRF-R2 complex, primary screen, cell-based, HEK293, calcium dye fluorescence, uHTS; CRF-induced calcium fluorescence; inhibition, % at 11.8 µM; 350,000 tested, 0.59% active;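 active = inhibition of the ligand-induced calcium signal above about 50% at the single tested concentration, limit read from the data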
CHRM4 PAM – human M4 muscarinic receptor positive allosteric modulators, primary screen, CHO-K1 cells, Fluo-8 calcium fluorescence | 360,000 tested, 0.4% active | AID 624126, 2012 | CHO-K1 hM4/Gqi5, ACh EC20; 0% = ACh EC20, 100% = maximal ACh | activation, % at 3 µM | Muscarinic acetylcholine receptor M4 (Homo sapiens), P08173;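 active = activation above its plate's cutoff, the mean activation of sample wells plus 3 SD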; also: some results filed as inactive read as strong as hits
Target sequence (P08173 whole entry, looked up): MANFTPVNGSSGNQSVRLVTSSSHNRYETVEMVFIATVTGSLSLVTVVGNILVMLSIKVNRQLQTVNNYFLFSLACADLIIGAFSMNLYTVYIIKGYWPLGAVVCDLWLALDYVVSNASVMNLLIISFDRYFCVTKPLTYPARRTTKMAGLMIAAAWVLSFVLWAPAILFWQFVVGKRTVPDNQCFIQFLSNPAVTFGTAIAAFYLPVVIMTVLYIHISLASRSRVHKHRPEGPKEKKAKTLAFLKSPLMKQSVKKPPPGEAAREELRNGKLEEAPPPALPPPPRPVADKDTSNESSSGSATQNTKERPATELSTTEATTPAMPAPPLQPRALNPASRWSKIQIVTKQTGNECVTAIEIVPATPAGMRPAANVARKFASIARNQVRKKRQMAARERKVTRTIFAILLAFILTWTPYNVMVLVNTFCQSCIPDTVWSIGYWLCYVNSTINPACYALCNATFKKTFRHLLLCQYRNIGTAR
Numbers without * were called inactive; nt = no result given; & = joins results of further samples.

canonical_smiles,TAAR1 ag,CHRM5 PAM,CRFR2-BP ag,TAAR1 antag,M1 PAM parental,CHRM5 antagonist,M5 ag,CRFBP-R2 block,CHRM4 PAM
O=C(O)CCCC(=O)N1CC(=O)Nc2ccccc21,5.9,-0.7,0.7,-17.9,7.8,-1.1,-1.3,-2.4,0.5
CC1(C(=O)NS(=O)(=O)c2ccc(F)cc2F)CCN1C(=O)c1ccccc1CCc1ccccc1 (centres undefined),-0.3,-0.2,nt,-10.5,10.2,4.3,0.5,nt,4.7
CC(C)Cc1ccc(CN2CCCC(NC(=O)CCn3cnnn3)C2)cc1 (centres undefined),1.0,4.3,1.2,-22.7,-7.6,3.5,-1.8,3.5,9.2
O=C(CCC(=O)N1CCOc2ccc(Cl)cc21)N1CCN(c2ccccn2)CC1,6.7,-5.5,-10.0,19.6,-0.3,1.8,1.0,5.7,7.3
Cc1ccc(S(=O)(=O)N2CCCOC2CNC(=O)C(=O)NCCc2ccco2)cc1 (centres undefined),21.0,3.4,-1.0,-4.0,3.1,-3.6,0.6,-10.1,5.8
CCN(CC)CCn1c(SCC(=O)Nc2ccc3c(c2)CCC3)nc2ccccc2c1=O,2.3,10.7,1.8,-31.0,8.7,9.3,-10.8,-1.2,4.3
CC1CCC(Nc2nnnn2-c2ccccc2)CC1 (centres undefined),25.8,-5.9,-1.3,19.3,1.7,-2.2,2.4,-3.7,-5.8
COc1ccc(CNC(=O)COC(=O)C2CC3C=CC2C3)cc1 (centres undefined),2.0,-1.6,-1.7,18.4,0.2,2.3,-2.6,3.6,5.1
Cc1ccc([N+](=O)[O-])cc1NC(=O)C1CCCC1,3.2,-1.9,-0.6,-19.4,-7.9,-2.1,0.5,2.2,-0.8
CCOc1ccccc1NC(=O)CCC(=O)Nc1nnc(C2CCCCC2)s1,1.1,-2.4,-1.7,-11.4,4.7,-9.9,-3.6,-5.4,5.9
Cc1ccc(C)c2c1cc(C)c1nnc(SCc3ccccn3)n12,11.2,3.1,1.2,-11.5,14.1,0.6,-2.2,-6.1,4.7
Cc1noc(C)c1COc1cccc(C(=O)OC(C)C(=O)Nc2ccc3c(c2)OCO3)c1 (centres undefined),11.9,-4.1,-2.3,13.1,-0.7,1.2,4.7,33.9,-6.2
CCn1cc(C(=O)O)c(=O)c2cnc(N3CCN(C(=S)Nc4ccccc4C(F)(F)F)CC3)nc21,0.0,7.8,-3.7,-12.6,25.1,-3.2,3.0,23.8,12.0
CC(=O)N1CCN(S(=O)(=O)c2cccc(C(=O)Nc3nc4ccccc4[nH]3)c2)CC1,1.2,-2.9,0.4,10.6,2.4,6.3,-3.4,2.2,2.3
CCOc1ccc(OCCOCCN2CCc3ccccc3C2)cc1,33.4,3.4,-0.3,-13.2,3.7,-0.9,-3.1,30.0,-4.0
CN(C)/C=N/c1ncc(C(=O)c2ccc(Cl)cc2Cl)s1,0.6,-4.3,-1.8,-10.4,10.6,8.5,0.4,-12.1,4.2
C=CCn1c(CNC(=O)c2ccccc2C)nnc1SCC(=O)NC1CCCC1,9.8,0.4,-2.7,17.8,19.5,4.0,-2.0,21.4,7.1
CCC(NC(=O)C1CCC1)c1ccccc1 (centres undefined),-1.1,6.2,-0.1,4.8,15.6,-3.7,1.0,2.4,5.9
O=C(N/N=C/c1cccnc1)c1ccc(NC(=O)C(c2ccccc2)c2ccccc2)cc1,8.0,-13.1,-1.6,57.1*,19.3,17.1,1.1,8.0,-18.2
CN(C)CCNC(=O)c1onc(CSc2ccc(F)cc2)c1C(=O)NCCN(C)C,4.6,-5.9,1.5,-13.2,7.5,13.0,-0.9,0.3,-4.2
O=C(CCNS(=O)(=O)c1cccc2nonc12)N1CCN(c2cccc(Cl)c2)CC1,10.8,-9.7,-2.9,4.8,5.2,13.3,-2.2,-2.0,-7.8
CC1CCCCC1NC(=O)COC(=O)c1ccc(S(=O)(=O)N2CCOCC2)cc1 (centres undefined),9.0,-7.0,1.0,-6.3,8.4,-4.9,-6.5,-7.2,3.2
COc1cccc(NC(=O)CCCn2c(=O)[nH]c3ccccc3c2=O)c1,8.0,-1.6,-0.7,5.1,9.3,-2.4,-5.6,-6.0,-1.4
CC(=O)OC1CC[C@@]2(C)C(CCC3C2CC(=O)[C@@]2(C)C3CC3CC(C)=CC(=O)C32)C1 (some centres undefined),-2.4,-1.5,-0.1,-1.0,-15.6,3.5,-0.9,-6.6,1.8
CCOc1cc(C(=O)Nc2cc(C)on2)cc(OCC)c1OCC,0.1,-0.1,-0.9,-1.5,9.3,0.5,-0.9,-31.4,-7.6
Fc1cccc(CNC2CCN(CCc3ccccc3)CC2)c1,2.5,2.0,-0.5,-5.5,-7.6,-1.8,-12.6,-13.1,-6.1
COc1ccc(CC(=O)N/N=C/c2sccc2C)cc1,0.3,0.2,1.4,5.8,-6.5,0.4,-0.3,9.0,-5.0
CN(C)S(=O)(=O)c1ccc(N2CCCC2)c(C(=O)Nc2ccc(F)cc2F)c1,2.3,-6.0,-0.1,-24.8,-9.9,3.9,0.8,2.9,-10.5
N#CCSc1ccccc1NC(=O)CN1C(=O)C2CC=CCC2C1=O (centres undefined),5.6,-2.2,9.2,22.7,-11.2,6.3,3.9,-12.5,6.4
NC(=O)c1cc(N2C(=O)C3CC=CCC3C2=O)ccc1N1CCCCC1 (centres undefined),15.2,0.6,6.9,6.3,20.9,3.4,3.5,3.5,-2.4
O=C(Nc1ccccc1)Nc1ccc(C(F)(F)F)cn1,3.1,9.6,1.2,-31.5,-17.9,-1.6,1.9,-7.8,12.9
Cc1ccc(S(=O)(=O)N2CCOCC2)cc1NC(=O)COC(=O)c1cc(=O)[nH]c2ccccc12,0.4,5.8,2.0,-0.2,-9.1,2.7,-1.0,-5.7,5.3
Cc1ccc(N(CCC#N)C(=O)CSc2nnc3ccccn23)cc1,2.5,-4.3,-0.5,-6.3,-16.1,11.1,-3.4,2.7,5.5
Cc1nnc(SCC2=C(C(=O)O)N3C(=O)[C@@H](NC(=O)Cn4cnnn4)[C@H]3SC2)s1,3.1,-2.2&-3.2,-1.5&0.3,-14.3,5.5&17.8,10.9&4.0,0.6&1.3,-51.8&-10.2,3.0&6.2
Nc1ncnc2c1ncn2[C@@H]1O[C@H](C(=O)N2CCCN(Cc3cccs3)CC2)[C@@H](O)[C@H]1O,3.5,-7.8,nt,-4.1,11.1,0.0,0.1,nt,8.4
COc1ccccc1OCCOc1ccc(/C=C2\C(=N)N3N=C(S(C)(=O)=O)SC3=NC2=O)cc1,1.9,0.1,-0.1,-6.0,-1.7,7.5,-1.5,37.4,7.1
CCCC(=O)Nc1cc2c(cc1C(=O)c1ccccc1)OCCO2,-0.9,1.2,1.3,-1.9,6.2,-7.6,-2.2,3.0,-0.2
Cc1[nH][nH]c(=O)c1C(c1ccc(O)c([N+](=O)[O-])c1)c1c(C)[nH][nH]c1=O,0.3,2.2,0.9,-7.2,21.1,-2.1,-4.2,-0.7,5.0
COc1ccccc1N(CCC#N)C(=S)Nc1ccc(S(=O)(=O)N2CCOCC2)cc1,0.8,2.1,-1.1,4.2,2.6,19.9,-0.9,2.5,-0.9
CN1CCC(N(C)S(=O)(=O)c2ccc(NC(=O)COc3ccc([N+](=O)[O-])cc3)cc2)CC1,25.8,2.2,13.7,13.7,0.8,0.3,7.4,-24.6,-0.7
O=C(COC(=O)c1ccc(N2CCCC2=O)cc1)NCc1ccco1,0.1,3.5,-0.2,2.8,15.8,1.0,2.0,6.7,0.4
COC(c1ccccc1)c1nnc(CCC(=O)NCc2ccc3ncccc3c2)o1 (centres undefined),5.1,2.6,-0.2,-5.4,23.2,-6.4,-4.0,-11.3,3.5
CCCCc1ccc(NC(=S)Nc2cccnc2)cc1,3.1,0.2,-1.5,1.8,-7.6,-9.4,0.8,52.6*,-2.8
Cn1cc(/C=N/NC(=O)c2ccc(C#N)cc2F)c2ccccc21,6.6,2.9,-2.3,9.1,8.4,-8.3,-2.0,-10.0,9.0

A different layout for 2 compounds above.
Under each structure: TAAR1 ag	CHRM5 PAM	CRFR2-BP ag	TAAR1 antag	M1 PAM parental	CHRM5 antagonist	M5 ag	CRFBP-R2 block	CHRM4 PAM
- CCCCc1ccc(NC(=S)Nc2cccnc2)cc1
 : 3.1	0.2	-1.5	1.8	-7.6	-9.4	0.8	52.6*	-2.8
- Cn1cc(/C=N/NC(=O)c2ccc(C#N)cc2F)c2ccccc21
 : 6.6	2.9	-2.3	9.1	8.4	-8.3	-2.0	-10.0	9.0
